ERK EGF inh – blocks ERK signaling stimulated by EGF. Potency, µM (top dose mostly 11.5 µM), for inactives: top-dose activity change, negative = inhibition, actives largely listed as inhibitors. AID 1454. HEK293-V1b, EGF-stimulated phospho-ERK AlphaScreen. 0.41% of 130,000 active; active means well fitted inhibition curve with a large enough effect; inconclusive means small, poorly fitted or top-dose-only effect, or effect the other way;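 further: plate controls were stimulated vehicle wells for no effect and unstimulated vehicle basal for full effect; nearly all actives have a fitted effect of over 55% in size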
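Readout: AlphaScreen signal for phosphorylated ERK in lysed HEK293 cells stably expressing V1b. Stimulus 25 nM EGF, 5 min, following 30 min compound exposure. Data scaled to DMSO basal and full EGF activation.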
The depositor's hits bear a star; ? = inconclusive; & = joins results of further samples; [ ] = dose if it differs, or a comment. Potency means the concentration at half of the fitted maximal effect. A portion of the library; count on the stated rates, not on these rows.

ERK EGF inh	SMILES
-11.1%[57.5 µM]	O=C(C1=C[C@@H](c2ccc(Br)cc2)C[C@@H](OCc2ccc(CO)cc2)O1)N1CCOCC1
10.7%	Cc1onc(-c2ccccc2Cl)c1C(=O)Nc1nc2ccc(S(C)(=O)=O)cc2s1
-10.5%[57.5 µM]	O=C(N/N=C/c1ccc(F)cc1)c1ccc(OCc2ccccc2)cc1
-0.5%	CCn1c(O)c(C=C2N=c3ccccc3=N2)sc1=S
-3.7%	CC(=O)Nc1ccc(S(=O)(=O)NCCc2ccccn2)cc1
3.4%	O=C(O)C1Cc2[nH]cnc2C(c2ccccc2O)N1 (centres undefined)
6.1%[57.5 µM]	CN(C)c1ccc(P(=O)(OC2CCCCC2)C(O)c2ccccn2)cc1 (centres undefined)
6.1%	C=C(C)C1CC=C(C)/C(=N/NC(=S)Nc2ccccc2)C1 (centres undefined)
-7.6%	C/C(=N\NC(=O)C(N)=O)c1ccc(OC(F)F)cc1
1.0%	CSCCC(Nc1ccc(S(=O)(=O)N2CCOCC2)cc1[N+](=O)[O-])C(=O)OCC(=O)NCC(C)C (centres undefined)
-2.2%&-11.8%&-11.5%	COC(=O)C1(C(=O)OC)Cc2conc2[C@H]1c1ccccc1
-6.1%	CN(NS(=O)(=O)c1ccc(Br)cc1)c1nc(C(F)(F)F)nc2ccccc12
6.8%	CCOC(=O)c1c(C)cc(O)cc1O
3.2%	CCOCc1c(C(=O)OCC(=O)Nc2ccc(C)c(S(=O)(=O)N(C)C)c2)oc2ccccc12
-14.6%[57.5 µM]	CCN1C(=O)/C(=C\c2ccncc2)SC1=S
-5.6%	CCn1c2ccccc2c2cc([N+](=O)[O-])ccc21
9.5%[57.5 µM]	Cc1cccc(-c2n[nH]c(=S)n2/N=C/C=C/c2ccco2)c1
-1.6%	Nc1ccc2nc(-c3cccs3)[nH]c2c1
-4.1%[57.5 µM]	O=C(NC(=S)N1CCN(C/C=C/c2ccccc2)CC1)c1cccnc1
1.2%	Cc1noc(C)c1C(=O)N1CCC[C@@]2(CCN(c3ccccc3)C2)C1
10.9%[57.5 µM]	Cc1cccn2cc(CCNC(=O)c3cccs3)nc12
-9.1%	CCC(=O)c1cn(CC(=O)O)c2ccccc12
3.4%	COc1cc(SC)ccc1C(=O)OC(C)C(=O)NC1CCCC1 (centres undefined)
13.1%[57.5 µM]	O=C(NCCN1CCCCC1)c1ccc(Oc2cc(Cl)cc(Cl)c2)o1

3 entries out of the list above, arranged by their value in ERK EGF inh, descending:
ERK EGF inh	SMILES
6.8%	CCOC(=O)c1c(C)cc(O)cc1O
-1.6%	Nc1ccc2nc(-c3cccs3)[nH]c2c1
-5.6%	CCn1c2ccccc2c2cc([N+](=O)[O-])ccc21

The results go on.
ERK EGF inh	SMILES
-13.7%[57.5 µM]	O=c1c(-c2ccccc2)c(O)c2cccc3c2n1CCC3
4.1%	O=C(OCc1nnc(-c2ccccc2)o1)C12CC3CC(CC(Br)(C3)C1)C2
22.8%	O/N=C1\CCCC\C1=C/c1ccccc1
?	CC1(C)CC(=O)C2=C(C1)NC1=C(C(=O)c3ccccc31)C2c1ccccc1 (centres undefined)
?	CC[C@@H](C)[C@H]1O[C@]2(CC[C@@H]1C)C[C@@H]1C[C@@H](C/C=C(\C)[C@@H](O[C@H]3C[C@H](OC)[C@@H](O[C@H]4C[C@H](OC)[C@@H](O)[C@H](C)O4)[C@H](C)O3)[C@@H](C)/C=C/C=C3\CO[C@@H]4[C@H](O)C(C)=C[C@@H](C(=O)O1)[C@]34O)O2
5.3%	O=S(=O)(c1ccccc1)N1CCC(=NO)CC1
4.7%	CC(C)C(=O)O/N=C(\N)c1ccccn1
-2.0%	CCn1ncc(Cl)c1C(=O)Nc1cc([N+](=O)[O-])ccc1OC
0.0%	NC(=S)N/N=C1/CCSc2ccc3ccccc3c21
9.3%	O=C(Nc1ccc2nn(-c3ccccc3)nc2c1)c1ccco1
-4.8%	CCCCCCCCCCCC(=O)O[C@H](CC(=O)O)C[N+](C)(C)C
-1.5%	C=CCc1ccccc1OCC(=O)N/N=C/c1ccc(OC(C)=O)cc1OC(C)=O
-1.2%	O=C(O)CCC(=O)c1ccc2c(c1)CCCC2
-7.1%	COc1ccc(CNS(=O)(=O)c2ccc(F)c(C(=O)Nc3ccccc3OC)c2)cc1
-7.8%	O=C(C1CCCO1)N1CCN(C(=S)Nc2ccccc2Cl)CC1 (centres undefined)
-2.1%[57.5 µM]	CCOC(=O)Cc1csc(NC(=O)Nc2ccc(OC(F)(F)F)cc2)n1
5.6%	c1ccc(Nc2ccc(-n3ccnc3)nn2)cc1
4.1%[57.5 µM]	O=C1NC(NS(=O)(=O)c2ccc(Cl)cc2)(C(F)(F)F)C(=O)N1CCc1ccccc1 (centres undefined)
?	CN(C)c1ccc(C(=O)N/N=C/c2cc(Br)cc(Br)c2O)cc1
-1.9%[57.5 µM]	COP1(=O)C[C@@H](O)[C@@H](O)[C@@H](COCc2ccccc2)O1 (some centres undefined)
-2.6%&-17.5%	O=C(N[C@@H](c1ccccc1)[C@@H]1C[C@H]1C(=O)O)OCc1ccccc1
-16.2%[57.5 µM]	CN(C)c1ccc(NS(=O)(=O)c2ccc(-c3csnn3)cc2)cc1
-8.0%	CN(CC(=O)NCc1ccccn1)S(=O)(=O)c1ccc(F)cc1
4.3%[57.5 µM]	Cn1c(=O)n(C)c2cc(/C=N/NC(=O)c3ccc(Cl)cc3)ccc21

At a glance, two of the compounds above:
ERK EGF inh	SMILES
-8.0%	CN(CC(=O)NCc1ccccn1)S(=O)(=O)c1ccc(F)cc1
4.3%[57.5 µM]	Cn1c(=O)n(C)c2cc(/C=N/NC(=O)c3ccc(Cl)cc3)ccc21

(more compounds)
ERK EGF inh	SMILES
2.8%[57.5 µM]	c1ccc(Sc2ncccn2)nc1
0.9%[57.5 µM]	S=C(c1ccc2c(c1)OCO2)N1CCCCC1
-4.8%	Cc1ccc(C(=O)Nc2ccc(SC(F)F)cc2)s1
-3.9%	CCNC(=S)NNc1nc(N2CCOCC2)nc(N2CCOCC2)n1
-6.2%	Nc1ccc(Oc2ccc(Br)cc2)cc1
23.8%	Clc1ccc(CN(Cc2ccc(Cl)cc2)c2nn[nH]n2)cc1
-7.1%	COc1ccc(NC(=O)COC(=O)c2ccncc2)c(OC)c1
?	COc1cccc(Nc2ncc3nc(-c4ccccc4)c(=O)n(C4CC4)c3n2)c1
-5.2%	COc1ccc(C(=O)Nc2nc3ccccc3[nH]2)cc1S(=O)(=O)N1CCOCC1
0.2%	Cc1nc2ccccc2n1Cc1n[nH]c(=S)n1-c1ccc(Cl)cc1
?	Cc1ccc(NC2=CC(=O)C(=O)c3ccccc32)cc1
2.7%	O=C1/C(=C/c2ccco2)CCC1C1CCCC1 (centres undefined)
-4.9%[57.5 µM]	NS(=O)(=O)c1cc2c(cc1Cl)NC(C(Cl)Cl)NS2(=O)=O (centres undefined)
9.7%	O=C1c2cccc3cccc(c23)C(=O)N1OS(=O)(=O)c1ccc(Cl)cc1
0.8%	Cc1sc2nc(COC(=O)c3c(F)cccc3F)[nH]c(=O)c2c1C
4.8%	COc1cc(/C=N/NC(=O)CNC(=O)c2ccco2)ccc1O
-3.3%	O=C(CSc1nnc(-c2cccnc2)s1)Nc1ccnc2ccccc12
1.0%	O=C(Nc1ccc(Cl)cc1)Nc1nnc(CSCc2ccc(Cl)cc2)s1
-3.2%	CCC(C)NC(=O)CN(c1ccc(OC)cc1)S(=O)(=O)c1ccccc1 (centres undefined)
7.9%[57.5 µM]	S=C(Nc1ccccc1)N1CCCN1c1ccccc1
-8.3%	C/C(=N\NC(=O)c1ccccc1Br)c1ccc(N2CCOCC2)cc1
-0.5%	O=C(N/N=C/c1cccs1)c1cccc(NC(=O)c2ccccc2Cl)c1
2.1%	C=CCNC(=O)C(=O)NCCCN1CCOCC1
-11.5%[57.5 µM]	CCCOC1CCCN(Cc2nc(-c3ccc(C(=O)OC)cc3)no2)C1 (centres undefined)
5.8%	Cc1ccc(C(=O)N(CCCN(C)C)c2nc3ccc(Cl)cc3s2)cc1C
-19.5%[57.5 µM]	O=C(N=c1ccn(-c2nc3ccccc3nc2NS(=O)(=O)c2ccc(Cl)cc2)cc1)c1cccs1
-5.5%	Cc1ccc(NC(NC(=O)c2cccnc2)C(Cl)(Cl)Cl)cc1 (centres undefined)
-1.0%	COc1ccccc1C(=O)N/C(=C/c1ccccc1)C(=O)Nc1ccc(C(=O)O)cc1
8.3%	O=C1C=C(Nc2ccc(O)cc2)CC(c2ccco2)C1 (centres undefined)
?	COc1ccc(-n2c(C)cc(C(=O)COc3ccc(C)nc3[N+](=O)[O-])c2C)cc1
-5.4%	Cc1ccc(C)c(S(=O)(=O)Nc2ccc3sc(C)nc3c2)c1
-4.2%	CCCn1c(=O)c2c(ncn2C)n(CCC)c1=O
5.8%	CNC(=O)c1cc(Cl)c(OC)c(OC)c1
-2.1%	Cc1ccccc1-c1oc(C)c(C)[n+]1[O-]
-3.0%	CCCCNC(=O)COC(=O)c1ccc(F)cc1Cl
-1.1%	Cc1cc2nc(Sc3c([N+](=O)[O-])nc(C)n3Cc3ccccc3)[nH]c2cc1C
?	Cc1cccc(N2CCN(Cc3nc(-c4ccccc4Cl)oc3C)CC2)n1
-1.3%	COc1ccc(S(=O)(=O)NC2CC2)cc1-n1cnnn1
-0.5%[57.5 µM]	O=C(O)/C=C/c1ccc(-n2ccnc2)cc1
-4.9%[57.5 µM]	CCN(CC)CC(C)(C)COC(=O)c1oc2ccccc2c1C
-1.7%	CC(C)C(=O)N(Nc1nc2ccccc2s1)C(=O)C(C)C
-11.9%[57.5 µM]	COC(=O)c1ccc(C2=NOC(C)(c3sc(-c4ccccc4)nc3C)C2)cc1 (centres undefined)
-8.9%[57.5 µM]	Cc1onc(-c2ccc(Cl)cc2)c1-c1ccnc(SCC(=O)Nc2ccc(C(C)C)cc2)n1
-3.9%	CC(=O)NC(Cc1cc(C)ccc1C)C(=O)N1CCN(C(=O)c2ccccc2Br)CC1 (centres undefined)
17.2%	Cc1nn(Cc2ccc(Cl)cc2)c(C)c1NC(=O)CCCn1nc(C)c([N+](=O)[O-])c1C
6.7%	CCCn1c2ccccc2c2nnc(SC(CC)C(=O)Nc3cc(C)on3)nc21 (centres undefined)
-5.0%[57.5 µM]	Cc1cc(C)c(S(=O)(=O)N2CCOC2CNC(=O)C(=O)NCCCn2ccnc2)c(C)c1 (centres undefined)
-0.6%	O=C(CN1CCN(c2ccccc2)CC1)Nc1c(C(=O)C2CC2)oc2ccccc12
?	Fc1ccccc1C1c2[nH]c3ccccc3c2CCN1Cc1cccn1-c1ncccn1 (centres undefined)
-10.2%	O=C(N/N=C1/CCSC1)c1cc(Br)ccc1O
-7.3%[57.5 µM]	O=S(=O)(Nc1n[nH]c(C(F)(F)F)n1)c1ccccc1
-6.5%	CC(C)S(=O)(=O)c1ccc(C(=O)Nc2ccc(F)cc2F)cn1
-5.4%	Cc1cc(C)c2nc(-c3ccccn3)cc(C(=O)n3cccn3)c2c1
-1.9%	O=C(c1ccc(=O)[nH]c1)N(Cc1cccs1)C1(C(=O)NC2CCCC2)CCCCC1
-9.4%	C=CCNC(=S)NNC(=O)c1ccc(C)c(Cl)c1
-0.1%	O=C(Nc1nnc(-c2cccnc2)o1)c1cccc(Cl)c1
12.9%	COc1cccc(NC(=O)N2CCCC2C(=O)NCc2ccccc2)c1 (centres undefined)
-7.9%[57.5 µM]	CN(C)C(=S)SCCn1c(N)nc(N(C)C)nc1=O
-8.5%	O=C1/C(=C\c2ccc(O)c(O)c2)C(c2ccccc2)=NN1c1ccccc1
?	CN(C)S(=O)(=O)N1CCN(c2ccc([N+](=O)[O-])c(N3CCCCC3)c2)CC1

Remaining list, next part.
ERK EGF inh	SMILES
2.4%	OCCC1CN(Cc2cn[nH]c2C2CCCCC2)CCN1C1CCCCC1 (centres undefined)
-1.9%	Cc1cc(-c2nn(-c3ccccc3F)cc2CNCCc2cnccn2)c(C)s1
2.5%	O=C(N/N=C/C(Br)=C/c1ccccc1)c1cccs1
-11.4%[57.5 µM]	O=C(O)C1=C[C@H](c2ccc(F)cc2)C[C@H](OCCCCO)O1
7.7%	O=C1C(=O)N(CCc2c[nH]c3ccccc23)C(c2cccnc2)/C1=C(/O)c1ccccc1 (centres undefined)
-8.3%	Cc1nc(C)c(C(=O)NNS(=O)(=O)c2ccc([N+](=O)[O-])cc2)s1
-7.3%[57.5 µM]	CC(=O)Oc1ccc2ccc(=O)oc2c1
-4.4%	CCOC(=O)C1=C(CN2CCCCCC2)NC(=O)NC1c1ccc2c(c1)OCO2 (centres undefined)
4.5%	COc1ccc(/C=N/S(=O)(=O)CCc2ccccc2)c(OC)c1
15.6%	Cc1cc(C)c(NC(=O)CN2C(=O)NC(CCc3ccccc3)C2=O)c(C)c1 (centres undefined)
-5.3%[57.5 µM]	CCc1ccccc1Nc1nc2ccccc2n1C(C)C
6.5%	COc1ccc(CNC(=O)OCCN2CCN(S(=O)(=O)c3ccc(C)cc3)CCC2=O)cc1
-10.2%[57.5 µM]	CCCOc1ccc(-c2cc(C(=O)NCC3CCCO3)c3ccccc3n2)cc1 (centres undefined)
2.4%	Cc1c(NC(=O)CN2CCC(C(N)=O)CC2)cccc1[N+](=O)[O-]
0.4%	O=C(Nc1nnc(C2=COCCO2)o1)c1ccc(Cl)cc1

In another format: 3 of the compounds above
SMILES	ERK EGF inh
CCCOc1ccc(-c2cc(C(=O)NCC3CCCO3)c3ccccc3n2)cc1 (centres undefined)	-10.2%[57.5 µM]
Cc1c(NC(=O)CN2CCC(C(N)=O)CC2)cccc1[N+](=O)[O-]	2.4%
O=C(Nc1nnc(C2=COCCO2)o1)c1ccc(Cl)cc1	0.4%

Screening results: PubChem BioAssay, National Center for Advancing Translational Sciences (NCATS)
